Compound activity: PubChem BioAssay, Broad Institute
DENV2 CPE rescue = DENV2-induced cell death inhibition. DENV2-infected cells, cytopathic effect rescue, plate reader. CPE inhibition, % at 9.99 µM. 350,000 tested, 1.7% active. AID 651640; in the data active = CPE inhibition above about 20%, passing the limit was not always enough; inconclusive = no clear call, values can overlap the other calls; tested in BHK-21 cells;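 note: 0% = median of neutral control wells and 100% = median of positive control wells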
miR-122 sensor = inhibitors of miR-122 in Huh7 cells; Huh7 miR-122 Renilla luciferase sensor, 48 h; neutral wells = 0, positive control = 100; AID 602342; 340,000 tested, 0.3% active; activation (reporter increase), % at 12.5 µM;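 active = mean replicate activation score at least 90 and every replicate individually at or above 90; inconclusive = only one of the two criteria met; inactive = neither criterion met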;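 note: higher luciferase means less miR-122 activity so hits act as miR-122 inhibitors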
PAX8 inh HTS = PAX8 transcriptional activity inhibition; 360,000 tested, 1.2% active; RMG-I TPO-luciferase reporter, SteadyGlo, 24 h; AID 652154; inhibition, % at 12.6 µM;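 active = mean replicate inhibition at least 60% with every replicate also reaching 60%; inconclusive = only one of the two criteria is met; inactive = mean below 60% and not all replicates reaching 60%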;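 note: luciferase light reporting Pax8 driven TPO promoter activity; plate controls were median of neutral control wells for no effect and mitoxantrone controls for full effect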
F508del corr = correctors of CFTR F508del function in bronchial epithelial cells; CFBE cells, YFP halide quenching; stimulated with forskolin plus potentiator P3; % fluorescence drop versus neutral controls; activity (quench increase), % at 7.58 µM; 350,000 tested, 0.36% active; AID 720511;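 active = mean added fluorescence quench of at least 8% versus neutral control, with both replicates also reaching 8%; inconclusive = only one of the mean or replicate conditions met; inactive = mean below 8% and not both replicates reaching 8%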;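 note: cells transiently co-express mutant CFTR-F508del with the halide-sensitive YFP; corrector assay measuring rescue of mutant channel to the surface after 24 h compound exposure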
GSIS activator = GLuc luminescence reporter in INS-1E cells, primary screen for activators of glucose-dependent secretion of insulin; activation, % at 16.6 µM; 370,000 tested, 0.61% active; AID 743287; INS-1E GLuc reporter insulin secretion, 2-3 h;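 active = lowest replicate activation of at least 40%, so every replicate reaches that level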;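 note: 0% = median of neutral control wells and 100% = median of IBMX positive control wells; some compounds called inactive have numbers as strong as hits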
EWS-Fli inh = inhibitors of EWS/Fli oncoprotein transcriptional activity; 350,000 tested, 0.67% active; A673 NR0B1-luciferase reporter, viability-normalised; inhibition, % at 12.6 µM;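 active = mean inhibition of at least 50% after viability correction, with every replicate also passing that limit; inconclusive = mean reaches 50% but only one of two replicates passes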;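 note: firefly luciferase signal divided by Alamar Blue viability fluorescence both relative to DMSO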
FN deposition inh = fibronectin deposition inhibition; AH1F fibroblasts, Alexa488-fibronectin deposition fluorescence, overnight; inhibition, % at 12.6 µM; 350,000 tested, 0.086% active; AID 743247;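 active = mean inhibition across replicates of 30% or more, regardless of how many single replicates reach that level; inconclusive = mean under 30% yet at least half of replicates reach 30%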;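 note: positive control wells lacked labelled fibronectin entirely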
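Assay system: AH1F fibroblast monolayer, labelled fibronectin deposition. Amount: 10000 cells per well. Also added: labelled fibronectin 24 nM. Compound: single-point pinned compound. Incubation: cell attachment 1 h, compound and FN exposure overnight. Detection: fluorescence after three HBSS washes, excitation 485 nm, emission 525 nm. Read-out: inhibition of fibronectin deposition signal.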
The depositor's hits bear a star; ? = inconclusive; nt = no result given; & = joins results of further samples; [ ] = another dose, or the depositor's remark. No enrichment for hits. About 3.9% of those tested had a hit in this group.

SMILES	DENV2 CPE rescue	miR-122 sensor	PAX8 inh HTS	F508del corr	GSIS activator	EWS-Fli inh	FN deposition inh
Cc1cccc(NS(=O)(=O)c2ccc3[nH]c(=O)cc(C(=O)OC(C)C(=O)Nc4ccc([N+](=O)[O-])cc4)c3c2)c1 (stereo not given)	-4	nt	20	2.6	-7	-3	4
Cc1noc(C)c1NC(=O)Nc1ccc2c(c1)CC(=O)N([C@H](C)CO)C[C@H](C)[C@H](CN(C)S(=O)(=O)c1ccc(Cl)cc1)O2	2	2[16.7 µM]	13	-2.9	9	-4	nt
Cc1cc(Cl)ccc1N=C1N=C(N)c2ccccc21	14	-3	-8	3.6	-30	6	-1
COCCS(=O)(=O)N(Cc1ccc(Br)cc1)[C@@H](C)C(=O)OC	7	2	19	-2.7	16	2	9
C[C@@H]1CN([C@@H](C)CO)C(=O)c2cc(C#CCN(C)C)cnc2O[C@@H]1CN(C)Cc1ccncc1	-4	-6[16.7 µM]	nt	1.2	-5	-12	5
Cc1cccc(N2CCN(C(=O)CCC(=O)N3CC(C)Oc4ccccc43)CC2)c1C (stereo not given)	13	-5	20	-1.1	nt	10	8
O=C(CNC(=O)c1ccccc1)Oc1cccc(Cl)c1	1	-3	13	-1.3	-6	0	-8
O=C1C(Cl)=C(NCc2ccco2)C(=O)c2ccccc21	?	nt	0	-4.9	-30	-6	-10
C[C@H](CO)N1C[C@H](C)[C@@H](CN(C)C)Oc2ncc(-c3cccc(F)c3)cc2C1=O	-1	2[16.7 µM]	nt	-0.5	-1	-12	-14
COC(=O)Cc1c([C@H](C)[C@@H](OC)c2ccccc2Br)nnn1Cc1ccccc1	-10	nt	-8	2.2	nt	-1	-3
CC(C)(C)NC(=O)C(c1cccs1)N(Cc1cccs1)C(=O)c1csnn1 (stereo not given)	-1	-14	-1	-0.1	1	0	1
CCOc1ccc(C(C(=O)NC2CCCCC2)N(C(=O)c2csnn2)C2CC2)cc1 (stereo not given)	9	9	10	-4.0	nt	3	-2
C[C@@H]1CN([C@H](C)CO)C(=O)Cc2cc(NC(=O)Cc3cn(C)c4ccccc34)ccc2O[C@@H]1CN(C)C(=O)Nc1ccc(C(F)(F)F)cc1	9	0[16.7 µM]	18	-1.5	-13	0	nt
O=C(CCN1C(=O)c2ccccc2C1=O)c1cnc[nH]1	-19	nt	-5	2.5	-1	9	-5
CCC(=O)N1CCC2(CC1)CN(C(=O)CN1CCOCC1)[C@@H](CO)c1[nH]c3cc(OC)ccc3c12	-2	nt	4	1.6	10	-11	nt
CC(C)Sc1nc2ccccc2n1CC(N)=O	nt	-4	4	nt	nt	nt	-3
O=c1o[nH]c(-c2ccccc2)c1C=Nc1ccc(Cl)cc1	nt	-1	-20	-2.0	-3	10	-4
O=C(CN1C(=O)C2CC=CCC2C1=O)Nc1ccc(S(=O)(=O)N2CCOCC2)cc1 (stereo not given)	-1	-2	-1	-4.3	6	-11	7
O=C(CSc1ncn[nH]1)NCc1ccccc1Cl	3	-2	4	-0.2	0	-2	-2
C[C@]12CC[C@H](OC(=O)CCC(=O)O)CC1=CCC1C2CC[C@@]2(C)C1CC[C@@H]2N (stereo not given in full)	-10	15	-29	1.8	nt	9	-8

Three of the entries above in order of the F508del corr value, smallest number first.
canonical_smiles | miR-122 sensor | F508del corr | GSIS activator
O=C(CSc1ncn[nH]1)NCc1ccccc1Cl | -2 | -0.2 | 0
C[C@@H]1CN([C@@H](C)CO)C(=O)c2cc(C#CCN(C)C)cnc2O[C@@H]1CN(C)Cc1ccncc1 | -6[16.7 µM] | 1.2 | -5
CCC(=O)N1CCC2(CC1)CN(C(=O)CN1CCOCC1)[C@@H](CO)c1[nH]c3cc(OC)ccc3c12 | nt | 1.6 | 10

Next section:
SMILES	DENV2 CPE rescue	miR-122 sensor	PAX8 inh HTS	F508del corr	GSIS activator	EWS-Fli inh	FN deposition inh
Fc1ccccc1N=C1Nc2cccc3cccc1c23	-4	-3	8	-0.8	-1	-8	0
COc1ccc([C@@H](C)NC(=O)CCc2nnc(-c3cc(C)on3)o2)cc1	-4	nt	16	2.8	3	13	-8
Cc1ccc(-c2cccc(NC(=O)C3C4C=CC(C4)C3C(=O)O)c2)o1 (stereo not given)	-2	-3	nt	-2.5	-6	5	nt
C[C@@H]1CN([C@@H](C)CO)C(=O)c2cc(NC(=O)Nc3ccccc3)ccc2O[C@@H](C)CCCCO[C@H]1CN(C)CC1CCCCC1	19	11[16.7 µM]	3	-0.3	-8	4	11
Cc1cccc(OC(C)C(=O)N2CCCc3ccccc32)c1 (stereo not given)	-3	nt	10	1.7	7	7	6
COc1ccccc1NS(=O)(=O)c1ccc2ccccc2c1	8	28	0	0.2	-7	3	-5
CCN1[C@H](C(=O)NC2CCC2)[C@@H](CO)[C@@H]2Cn3c(ccc(-c4ccc(F)cc4)c3=O)[C@@H]21	7	nt	nt	-1.8	5	-4	nt
C[C@@H]1CCCCO[C@H](CN(C)C(=O)Cc2ccccc2)[C@@H](C)CN([C@@H](C)CO)C(=O)c2cc(NS(C)(=O)=O)ccc2O1	12	8[16.7 µM]	-5	0.9	-15	1	12
C[C@@H]1CN([C@@H](C)CO)C(=O)c2cccc(NC(=O)Nc3cccc4ccccc34)c2O[C@@H]1CN(C)Cc1ccc(C(=O)Nc2ccccc2N)cc1	10	nt	40	-1.4	3	54*	-13
O=C(c1ccc(Cl)cc1)N1N=CCC1(O)c1ccc(Cl)cc1 (stereo not given)	2	-8	17	-4.4	-4	-25	-1
CC(O)[C@@]1(O)CC[C@H]2[C@@H]3CC[C@H]4C[C@@H](O)CC[C@]4(C)C3=CC[C@@]21C (stereo not given in full)	-17	-5	6	4.2	nt	-14	13
COC(=O)c1ccc(COc2cccc(C)c2C)cc1	6	nt	-154	1.3	-10	-57	21
COc1ccc(S(=O)(=O)N2CCCCC2c2cc(C(=O)NC(C)C)no2)cc1 (stereo not given)	-10	-9	-8	-3.2	nt	7	6
Cc1cc(NS(=O)(=O)c2ccc(NC(=S)NC(=O)c3cccnc3)cc2)no1	-2	nt	-10	1.6	-10	-7	-4
CC1CCN(C(=O)CCNS(=O)(=O)c2ccc3c(c2)oc(=O)n3C)CC1	3	nt	18	-0.4	11	-6	-3
CC12CCC(C/C1=N/NC(=O)Nc1ccccc1)C2(C)C (stereo not given)	-7	nt	-24	2.2	-10	-31	6
COc1cccc(-c2c(C(=O)N/N=C(\C)COc3ccccc3)nnn2-c2nonc2N)c1	-2	6	-5	-5.5	9	4	1
COc1ccc(CNC(=O)c2cccc3c(-c4cnn(C)c4)coc23)cc1OC	12	0	28	-1.1	nt	8	-10
C[C@@H]1CN([C@@H](C)CO)C(=O)c2cc(C#CCN(C)C)cnc2O[C@@H]1CN(C)C(=O)c1cnccn1	nt	1[16.7 µM]	10	-1.2	10	-9	nt
COc1ccc2c3c([nH]c2c1)[C@H](CO)N(CC1CCOCC1)CC31CN(C(=O)c2ccc(F)cc2)C1	12	nt	nt	1.0	15	-2	nt
CC1CN(CCOc2ccc(Cl)c(Cl)c2)CC(C)O1 (stereo not given)	1	-4	-32	-1.0	-4	-13	0
CCOc1ccc(S(=O)(=O)Nc2c(C)n(C)n(-c3ccccc3)c2=O)cc1	?	-1	7	-4.5	10	-2	-3
O=C(CC1CC2CCC1C2)N1CCN(S(=O)(=O)c2ccccc2C(F)(F)F)CC1 (stereo not given)	-2	1	6	-0.8	-16	7	2
COc1cc(/C=C/C(=O)OCc2cn3cc(Cl)ccc3n2)ccc1O	-2	-8	8	0.3	4	24	3
O=C(COC(=O)Cc1ccccc1F)NC(=O)NC1CCCC1	-3	-10	7	4.1	19	-5	2
O=C(Cn1cc([N+](=O)[O-])cn1)NC1CCCCCC1	-3	2	12	2.5	31	nt	6
Cc1ccccc1-c1nc(CN2CCC(C(=O)NCc3cccnc3)CC2)c(C)o1	nt	19	8	nt	nt	nt	1
Cc1nn(-c2ccccc2)c(C)c1NC(=O)COc1ccc(F)cc1Cl	7	nt	-1	nt	-27	3	5
O=C(Cn1nc(-c2cccs2)ccc1=O)Nc1ccc(Br)cc1	0	6	13	-0.9	-4	-3	1
CNC(=O)c1ccsc1NC(=O)c1ccc(Cl)s1	6	18	-16	-1.2	46	-30	-4
COc1ccc(O)c(/C=N/c2nc3ccccc3n2C)c1	3	-5	-6	-0.5	-9	10	-1
COc1ccc(NC(=O)N(C)C[C@H]2Oc3c(NC(=O)c4ccc(-c5nccs5)cc4)cccc3C(=O)N([C@@H](C)CO)C[C@H]2C)cc1	10	-3[16.7 µM]	nt	3.9	-10	-11	nt
C[C@@H]1CN([C@H](C)CO)C(=O)c2cccc(NC(=O)Nc3ccc4c(c3)OCO4)c2O[C@H]1CN(C)S(C)(=O)=O	17	1[16.7 µM]	nt	-0.1	-4	-6	2
CCOc1ccc(N(CC(=O)NCc2ccco2)C(=O)CCC(=O)Nc2ccccn2)cc1	1	nt	14	-1.4	22	-5	-5
CC(C)NC(=O)NCC[C@H]1CC[C@@H](NS(=O)(=O)c2ccc(Oc3ccccc3)cc2)[C@H](CO)O1	11	nt	-7	2.6	-4	-1	-2
COc1ccc(CC(=O)NC(C)c2nnc(SCCOc3ccc(OC)cc3)n2C)cc1 (stereo not given)	nt	31	24	nt	-14	nt	-5
Cc1ccc(-n2nc3c(=O)n(CC(=O)NCCC4=CCCCC4)nc(C)c3c2C)cc1	7	-3	18	-0.2	-11	nt	6
O=C(NCc1ccccn1)c1ccc(Cl)s1	5	-4	nt	-0.3	3	-2	nt
CCNC(=S)N/N=C1\CCCCc2ccccc21	-5	-1	-5	0.0	-18	16	-3
Cc1cc(NC(=O)CSc2ncnc3c2cnn3-c2ccccc2)no1	-1	-2	3	-0.1	1	-1	-7
COC(=O)CC1(C(=O)OC)Oc2ccc(Br)cc2C(=O)N1c1cccc(Cl)c1Cl (stereo not given)	0	nt	41	1.6	-1	64*	6
CC(=O)c1ccc(Nc2nc(C)cc(C)n2)cc1	0	-5	-16	1.2	0	-95	-4
COCCCC/C(=N\OCCN)c1ccc(C(F)(F)F)cc1	?	-1&1&-1&-6&-18	-1&1&-4&-9	-0.5&-0.6&4.2&0.7	-4&-14	9&11&-5&1	-11&1&-1
COc1cc(NC(=O)c2ccnn2C)c(OC)cc1Cl	-7	nt	19	nt	11	-8	-5
CCOC(=O)c1c(C)[nH]c(C)c1C(=O)COC(=O)c1ccc(S(=O)(=O)C(F)F)cc1	5	2	1	-2.0	-17	1	8
COc1ccc(S(=O)(=O)N2C[C@@H](O)COC[C@@H]3O[C@H](CC(=O)N[C@H]4CCN(Cc5ccccc5)C4)CC[C@H]32)cc1	6	-5[16.7 µM]	-5	-0.8	-3	-3	-6
COc1ccccc1/C=N/OC(=O)c1ccc(F)cc1	-6	-4	-6	0.8	11	-2	9
COc1ccc(Cl)cc1NC(=S)NCCO	1	nt	-7	-2.5	-3	-2	-1
CC(C)CC#Cc1cnc2c(c1)C(=O)N([C@H](C)CO)C[C@@H](C)[C@@H](CN(C)C(=O)Nc1ccccc1F)O2	5	-4[16.7 µM]	nt	-0.3	-17	-13	-4
O=C(NCCc1csc(-c2ccc(Cl)cc2)n1)c1ccco1	0	4	-18	2.3	-5	-7	5
C[C@H](CO)N1C[C@H](C)[C@@H](CN(C)C)Oc2c(NS(=O)(=O)c3cccs3)cccc2C1=O	-1&-5	33[16.7 µM]	-9&0	1.0&-0.1	17&20	12&-1	-15&-10
C/C(=N/NC(=O)c1ccc(-c2ccccc2)cc1)c1cc(O)cc(O)c1	0	-9	nt	-0.8	nt	1	-2
CC(C)CC#Cc1ccc2c(c1)O[C@H](CN(C)Cc1cncnc1)[C@H](C)CN([C@@H](C)CO)S2(=O)=O	-4	2[16.7 µM]	nt	-1.2	-24	-1	nt
